Compound activity: PubChem BioAssay, several laboratories
procasp7 counter: counter-screen for procaspase-3 activators: activators of human procaspase-7; actives 0.093% (n = 330,000); activation, % at 8.5 µM; recombinant procaspase-7, Ac-DEVD-pNA absorbance 405 nm; D23A/D198A/D206A triple mutant, cannot self-cleave; scale: DMSO 0, 5 µM enzyme 100; AID 463210; P55210;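 active = percent activation above the screen-wide mean plus 3 SD, cut at about 25% in these data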
Target sequence (P55210 whole entry D23A/D198A/D206A): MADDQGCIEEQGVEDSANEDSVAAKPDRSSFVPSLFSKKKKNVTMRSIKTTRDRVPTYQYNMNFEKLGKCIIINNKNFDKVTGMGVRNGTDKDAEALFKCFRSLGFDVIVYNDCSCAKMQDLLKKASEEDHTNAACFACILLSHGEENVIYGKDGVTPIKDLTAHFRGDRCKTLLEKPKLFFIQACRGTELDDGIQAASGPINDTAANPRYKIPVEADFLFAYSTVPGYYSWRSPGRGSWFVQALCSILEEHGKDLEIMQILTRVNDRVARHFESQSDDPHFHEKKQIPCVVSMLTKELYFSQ
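Detection: p-Nitroaniline absorbance at 405 nm, read at 0 and 120 min; system: Uncleavable procaspase-7 mutant enzyme; evaluation: % activation from two-timepoint absorbance difference, scaled to controls; times: 1 h enzyme–compound preincubation and 2 h substrate reaction, both 25 °C; buffer or medium: Zinc-free HEPES pH 7.4 with 300 mM NaCl, 0.01% Triton X-100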
proCasp3 act: procaspase-3 (human) activation | P42574 | recombinant procaspase-3 D3A, Ac-DEVD-pNA absorbance 405 nm | activation, % at 8.5 µM | actives 0.11% (n = 330,000);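 active = activation above the mean of all tested compounds plus 3 SD, cut at about 21% in these data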;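 note: 0% = DMSO alone and 100% = DMSO wells spiked with extra 5 µM PC-3 D3A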
Target sequence (P42574 whole entry D9A/D28A/D175A): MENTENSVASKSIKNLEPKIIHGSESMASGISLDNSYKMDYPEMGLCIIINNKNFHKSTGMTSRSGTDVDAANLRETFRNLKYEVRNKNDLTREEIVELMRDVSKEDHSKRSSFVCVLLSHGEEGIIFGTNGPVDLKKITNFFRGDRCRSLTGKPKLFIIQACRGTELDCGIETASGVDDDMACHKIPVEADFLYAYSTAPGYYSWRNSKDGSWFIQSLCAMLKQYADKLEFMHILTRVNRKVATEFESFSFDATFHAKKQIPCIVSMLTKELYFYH
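System: Procaspase-3 D3A mutant. Medium: Zinc-free 300 mM NaCl, 50 mM HEPES, 0.01% Triton X-100. Schedule: 1 h preincubation plus 2 h reaction at 25 °C. Measured by: 405 nm absorbance of p-nitroaniline, reads at 0 and 120 min. Read-out: percent activation relative to control range.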
LAP4 TOR yeast: yeast TOR pathway LAP4-GFP modulation. S. cerevisiae LAP4-GFP multiplex, flow cytometry GFP, 3 h; median GFP as percent of DMSO wells. GFP response vs DMSO, % at 10 µM. actives 0.34% (n = 320,000). AID 2023;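 active = GFP response vs DMSO above a set limit, about the screen mean plus 3 SD, cut at about 150% in these data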
CR mimetic SO: lowers age-related superoxide in aged yeast cells; superoxide response (% of plate mean), % at 10 µM; actives 0.18% (n = 330,000); AID 2690; S. cerevisiae aged cells, superoxide DHE fluorescence; stronger effect = lower value;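 active = superoxide response under a set limit, about three screen SD below normal, cut at about 65% in these data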;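 note: yeast aged for seven days with compound at 30 °C before DHE staining; 100% = average MFI of all compound-treated wells on the plate with controls excluded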
RPL19A-GFP yeast: alters RPL19A-GFP fluorescence in TOR pathway yeast screen | S. cerevisiae RPL19A-GFP strain, flow cytometry, 3 h; stronger effect = lower value | percent response vs DMSO, % at 10 µM | actives 0.3% (n = 330,000);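 active = percent response vs DMSO below 50%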;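 note: median channel GFP fluorescence of the barcoded RPL19A-GFP strain; ratio of sample median GFP to plate DMSO average so 100% = DMSO; lower means less RPL19A-GFP as with rapamycin TOR inhibition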
JMJD2C inh: human JMJD2C demethylase inhibition; Q9H3R0; GST-JMJD2C(1-420) H3K9me3 demethylation, DELFIA europium; inhibition, % at 2.35 µM; actives 0.069% (n = 330,000); AID 2099;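 active = more than half of a compound's replicate wells show inhibition beyond 50%, single wells judged on their own value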;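 note: signal counts dimethyl H3K9 product captured on neutravidin plate; 0% = median of DMSO wells and 100% = 0.3 times that DMSO median; strong numbers were not always called active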
Target sequence (Q9H3R0 1-420 limits assumed): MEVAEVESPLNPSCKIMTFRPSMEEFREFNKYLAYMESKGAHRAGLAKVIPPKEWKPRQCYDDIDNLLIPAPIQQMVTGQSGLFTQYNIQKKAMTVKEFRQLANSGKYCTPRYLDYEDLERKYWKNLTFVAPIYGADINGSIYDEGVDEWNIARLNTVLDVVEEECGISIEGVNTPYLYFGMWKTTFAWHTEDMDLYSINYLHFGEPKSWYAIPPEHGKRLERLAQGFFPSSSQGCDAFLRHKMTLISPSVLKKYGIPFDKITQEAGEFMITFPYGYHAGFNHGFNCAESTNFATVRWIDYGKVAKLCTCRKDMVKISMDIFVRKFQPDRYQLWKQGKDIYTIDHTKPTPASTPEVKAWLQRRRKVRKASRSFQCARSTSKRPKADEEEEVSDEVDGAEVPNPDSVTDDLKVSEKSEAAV
AHR activator: human AHR activation; AHR-responsive luciferase reporter cells, luminescence; activation, % at 5 µM; P35869; AID 2796; actives 2.5% (n = 320,000); in the data active = activation above about 47%;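 note: 0% = vehicle wells and 100% = reference agonist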
MEP2 TOR yeast: modulators of TOR pathway MEP2-GFP in S. cerevisiae. S. cerevisiae MEP2-GFP strain, flow cytometry GFP, 3 h; 100% = DMSO control level. GFP response vs DMSO, % at 10 µM. actives 0.51% (n = 330,000). AID 2016;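 active = GFP response versus DMSO above a set limit, roughly screen mean plus 3 SD, cut at about 180% in these data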;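 note: median GFP fluorescence of the barcode-gated MEP2-GFP cells per well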
An asterisk follows results filed as active.

SMILES | procasp7 counter | proCasp3 act | LAP4 TOR yeast | CR mimetic SO | RPL19A-GFP yeast | JMJD2C inh | AHR activator | MEP2 TOR yeast
CCCCOc1ccc(-n2nc(C)cc2C)nn1 | 8 | 7 | 100 | 103 | 96 | -13 | 5 | 97
COC(=O)[C@H](Cc1ccccc1)NC(=O)NC(C)CCc1ccccc1 (stereo partly drawn) | 0 | 1 | 102 | 107 | 107 | -1 | 1 | 103
CC(=O)Nc1ccc(S(=O)(=O)NC2(C(F)(F)F)NC(=O)N(CC(C)C)C2=O)cc1 (stereo not drawn) | 8 | -2 | 103 | 95 | 95 | 2 | 58* | 101
Cc1ccc(CNC(=O)CN2C(C)CCCC2C)cc1 (stereo not drawn) | 4 | -11 | 98 | 115 | 101 | 11 | -1 | 97
c1ccc(-c2nnc(N3CCN(c4ccccc4)CC3)nc2-c2ccccc2)cc1 | -6 | 1 | 97 | 113 | 94 | -3 | -2 | 89
CN(CCc1ccccn1)C(=O)CCC1CCCN(C(=O)c2ccc3c(c2)OCCO3)C1 (stereo not drawn) | 6 | 7 | 92 | 100 | 101 | 7 | -1 | 101
Cc1nn(CC(=O)NCc2cccs2)c(=O)c2nn(-c3ccccc3)c(C)c12 | 9 | 1 | 106 | 96 | 104 | 7 | 0 | 101
Cc1ccc(C)c(NC(=O)CCC(=O)N/N=C2/CC(=O)CC(C)(C)C2)c1 | 5 | 8 | 91 | 99 | 94 | 3 | 1 | 93
O=C(O)c1ccccc1N=Cc1c(O)n(-c2nccs2)c(=O)c2ccccc12 | 5 | -5 | 104 | 105 | 92 | 12 | 1 | 88
COCCCn1c(-c2ccco2)nc2ccccc2c1=O | 11 | -3 | 93 | 102 | 96 | 12 | 7 | 101
CC1C=CCC2C(=O)N(c3cccc(C(=O)Nc4ccc(Br)cc4)c3)C(=O)C12 (stereo not drawn) | -5 | 2 | 108 | 67 | 107 | -11 | 37 | 108
Cc1ccc(C)c(NS(=O)(=O)c2ccc(-c3ccc(=O)[nH]n3)o2)c1 | 4 | 8 | 89 | 103 | 101 | -1 | 15 | 111
O=C(CCC(=O)c1ccc(Cl)cc1)OCn1nnc2ccccc2c1=O | 1 | 18 | 100 | 93 | 98 | 3 | 1 | 97
Cc1c2cnn(CC(=O)Nc3c(F)c(F)cc(F)c3F)c(=O)c2c(C)n1Cc1ccccc1F | 4 | 6 | 90 | 121 | 101 | 2 | -2 | 106
CC1=CC2=NC(=O)/C(=C\c3cccn3CCOc3ccccc3C)C(=N)N2O1 | 3 | -4 | 117 | 94 | 103 | 1 | 18 | 84
Cc1ccc(-c2nc3ccccc3c(=O)n2Cc2ccccc2)cc1 | -3 | 5 | 97 | 86 | 102 | -7 | -1 | 103
CC1CCc2[nH]c3ccc(C(=O)O)cc3c2C1 (stereo not drawn) | -9 | -6 | 98 | 99 | 105 | -10 | 26 | 106
CCOC(=O)c1[nH]ncc1CN1CCCC(C(=O)c2ccc(OC)cc2C)C1 (stereo not drawn) | -10 | 5 | 91 | 102 | 100 | 31 | 9 | 101
Cc1cc(-c2ccccc2)nc(N(C)NC(=O)C(C)(C)C)c1S(C)(=O)=O | 11 | 7 | 108 | 93 | 95 | -16 | 0 | 105
COc1cccc(N2C(=O)CC(N3CCc4ccccc43)C2=O)c1 (stereo not drawn) | 8 | 1 | 103 | 98 | 91 | 3 | 8 | 101
COc1cccc(CN2CCN(C(=O)c3cccc(OC)c3)CC2)c1 | 1 | 6 | 93 | 105 | 105 | 2 | -1 | 108
Cc1ccc(S(=O)(=O)N2CCN(C(=O)Cc3ccsc3)CC2)c(C)c1 | -1 | 9 | 107 | 94 | 103 | 2 | 4 | 111
COc1ccc(S(=O)(=O)c2nnn(-c3cccc(OC)c3)c2N)cc1 | -1 | 10 | 88 | 93 | 97 | -14 | 0 | 95
COc1cccc(-c2nc(N3CCCCC3C)c3ccccc3n2)c1O (stereo not drawn) | -8 | 3 | 104 | 102 | 98 | 4 | 14 | 107
C[C@H]1CN(C2CCCCC2)C(=O)[C@@H]1CC(=O)NCc1ccccc1 | -9 | 5 | 122 | 107 | 92 | 14 | -7 | 86
Cc1onc(-c2ccccc2)c1C(=O)Nc1nnc(C(C)C)s1 | 5 | -1 | 79 | 89 | 99 | -4 | 0 | 89
Cc1nn2c(c1-c1ccc(Cl)cc1)N=C(c1ccco1)CC2c1ccccc1 (stereo not drawn) | -5 | 5 | 108 | 93 | 102 | -8 | -3 | 110
CC1CCN(C2=NC(=O)/C(=C/c3cn(-c4ccccc4)nc3-c3cccc(S(=O)(=O)N(C)C)c3)S2)CC1 | 5 | 0 | 89 | 88 | 94 | -15 | 2 | 98
NC(=O)c1c(-c2ccccc2)oc2ccc(O)cc12 | -3 | -3 | 105 | 92 | 98 | 4 | 0 | 103
COc1ccc(C(=O)Nc2ccc(N3CCN(C(=O)c4ccccc4C)CC3)cc2)cc1 | -1 | -2 | 104 | 103 | 100 | -5 | -4 | 102

Reformatted: entries from further up.
| SMILES | procasp7 counter | proCasp3 act | LAP4 TOR yeast | CR mimetic SO | RPL19A-GFP yeast | JMJD2C inh | AHR activator | MEP2 TOR yeast |
| --- | --- | --- | --- | --- | --- | --- | --- | --- |
| Cc1cc(-c2ccccc2)nc(N(C)NC(=O)C(C)(C)C)c1S(C)(=O)=O | 11 | 7 | 108 | 93 | 95 | -16 | 0 | 105 |
| COc1cccc(N2C(=O)CC(N3CCc4ccccc43)C2=O)c1 (stereo not drawn) | 8 | 1 | 103 | 98 | 91 | 3 | 8 | 101 |
| COc1cccc(CN2CCN(C(=O)c3cccc(OC)c3)CC2)c1 | 1 | 6 | 93 | 105 | 105 | 2 | -1 | 108 |
| Cc1ccc(S(=O)(=O)N2CCN(C(=O)Cc3ccsc3)CC2)c(C)c1 | -1 | 9 | 107 | 94 | 103 | 2 | 4 | 111 |
| COc1ccc(S(=O)(=O)c2nnn(-c3cccc(OC)c3)c2N)cc1 | -1 | 10 | 88 | 93 | 97 | -14 | 0 | 95 |
| COc1cccc(-c2nc(N3CCCCC3C)c3ccccc3n2)c1O (stereo not drawn) | -8 | 3 | 104 | 102 | 98 | 4 | 14 | 107 |
| C[C@H]1CN(C2CCCCC2)C(=O)[C@@H]1CC(=O)NCc1ccccc1 | -9 | 5 | 122 | 107 | 92 | 14 | -7 | 86 |
| Cc1onc(-c2ccccc2)c1C(=O)Nc1nnc(C(C)C)s1 | 5 | -1 | 79 | 89 | 99 | -4 | 0 | 89 |
| Cc1nn2c(c1-c1ccc(Cl)cc1)N=C(c1ccco1)CC2c1ccccc1 (stereo not drawn) | -5 | 5 | 108 | 93 | 102 | -8 | -3 | 110 |
| CC1CCN(C2=NC(=O)/C(=C/c3cn(-c4ccccc4)nc3-c3cccc(S(=O)(=O)N(C)C)c3)S2)CC1 | 5 | 0 | 89 | 88 | 94 | -15 | 2 | 98 |
| NC(=O)c1c(-c2ccccc2)oc2ccc(O)cc12 | -3 | -3 | 105 | 92 | 98 | 4 | 0 | 103 |
| COc1ccc(C(=O)Nc2ccc(N3CCN(C(=O)c4ccccc4C)CC3)cc2)cc1 | -1 | -2 | 104 | 103 | 100 | -5 | -4 | 102 |

The listing continues.
SMILES | procasp7 counter | proCasp3 act | LAP4 TOR yeast | CR mimetic SO | RPL19A-GFP yeast | JMJD2C inh | AHR activator | MEP2 TOR yeast
CC(C)(Oc1ccc(Cl)cc1)C(=O)Nc1ncccn1 | 5 | 0 | 89 | 99 | 98 | 108 | -2 | 97
Cc1ccc(S(=O)(=O)C(c2ccccc2)c2c(C)noc2C)cc1 (stereo not drawn) | 7 | -3 | 105 | 98 | 99 | -4 | 0 | 100
Cc1nn(C)cc1CN1CCCC(C(=O)c2ccc(-c3ccccc3)cc2)C1 (stereo not drawn) | -1 | 4 | 101 | 114 | 106 | -18 | 2 | 104
CCCC[n+]1ccn(C2=C([O-])c3ccccc3C(=O)/C2=N\S(=O)(=O)c2ccc(Br)cc2)c1 | 2 | 1 | 95 | 102 | 102 | 7 | 25 | 104
Cc1cccc(NS(=O)(=O)c2ccc(C(=O)N3CC(C)OC(C)C3)cc2)c1C (stereo not drawn) | -1 | 6 | 112 | 107 | 97 | -3 | -1 | 102
CCN(c1ccccc1)S(=O)(=O)c1cccc(C(=O)NCc2ccccn2)c1 | 18 | 1 | 106 | 107 | 99 | 1 | -1 | 100
O=C(CSc1nc2[nH]ncc2c(=O)n1-c1ccccc1)NCCc1ccccc1 | 10 | 4 | 112 | 98 | 94 | 7 | 3 | 85
O=C1CC(c2ccco2)Sc2ccccc2N1 (stereo not drawn) | -13 | -20 | 97 | 110 | 103 | 8 | 31 | 110
CCC(=O)N1CCc2cc(S(=O)(=O)CCC(=O)N3CCN(c4ccccc4F)CC3)ccc21 | 0 | 14 | 101 | 111 | 96 | 26 | 1 | 100
CC(C)(C)C(=O)N1CCN(c2ccc(NC(=O)c3ccco3)cc2)CC1 | 2 | 0 | 98 | 94 | 104 | -29 | -1 | 103
Cc1cc(C)c2nc(-c3ccccn3)cc(C(=O)N3CCCC3)c2c1 | -16 | -9 | 111 | 105 | 116 | -1 | 56* | 111
O=C(O)c1cc(-c2cccs2)nc2cc3c(cc12)OCCO3 | -2 | -5 | 110 | 100 | 107 | -5 | 7 | 108
Cc1ccc(C(=O)c2oc3nc(C)cc(C)c3c2N)cc1 | -8 | -10 | 128 | 101 | 94 | -6 | 95* | 97
O=C1CCC([N+](=O)[O-])C(c2ccc(Cl)c([N+](=O)[O-])c2)N1 (stereo not drawn) | -1 | 4 | 106 | 91 | 95 | 6 | 0 | 95
CC1CCN(C(=O)CCNS(=O)(=O)c2ccc3c(c2)c(=O)n(C)c(=O)n3C)CC1 | 5 | -2 | 101 | 92 | 99 | -5 | -1 | 101
COc1cc(/C=C2\C(=N)N3N=C(CC(=O)N4CCOCC4)SC3=NC2=O)cc(OC)c1OC | -2 | -2 | 91 | 108 | 94 | 6 | 1 | 100
CC(=O)N/C(=C\c1ccccc1)C(=O)Nc1ccccc1C | 11 | 3 | 93 | 100 | 105 | 3 | 0 | 103
CCOc1ccc(Cl)cc1CN1CCOCC1 | 5 | -1 | 95 | 101 | 96 | -11 | 5 | 102
O=[N+]([O-])c1ccccc1S(=O)(=O)NCCC1=CCCCC1 | -3 | -8 | 106 | 92 | 97 | -3 | -3 | 107
C=CCNC(=O)c1ccc(N(CC=C)S(C)(=O)=O)cc1 | -5 | -5 | 89 | 105 | 100 | 0 | 1 | 96
CN(C(=O)CNc1ccccc1Cl)C1CCS(=O)(=O)C1 (stereo not drawn) | 12 | 2 | 101 | 95 | 97 | 0 | 1 | 92
Cc1cccc(Nc2nc(C)nc3c2oc2ccccc23)c1 | 6 | -1 | 114 | 90 | 103 | -7 | 48* | 115
